Screening results from PubChem BioAssay.
Abeta rescue = qHTS for compounds that reverse cellular toxicity of Amyloid beta (A-beta) peptide in yeast: Primary Screen | Potency, µM (series often up to 46.1 µM), for the others: at the top dose growth rescue, actives largely listed as activators | yeast expressing A-beta42, growth rescue, OD600, 48 h; response scale: 0% DMSO, 100% iron-clioquinol control | actives 0.063% (n = 410,000); further: potency means the concentration at half of the fitted maximal effect; nearly all actives have a fitted effect of over 55% in size
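Yeast growth medium received pinned compounds, then yeast cells expressing toxic A-beta were added; plates incubated at 30 C for 48 hr. Growth read as absorbance at 600 nm, normalized to DMSO and equimolar FeCl3 plus clioquinol controls.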
pAkt inh = HTS Assay for Inhibitors of Akt Phophorylation: Primary Screen; activity change, % for hits at 50 µM; actives 0.32% (n = 360,000); Neuro2A IGF-stimulated pAkt S473 HTRF, 20 min; stronger effect = lower value; AID 651550, 2012; in the data active means activity change below about -80%; inconclusive means mostly about -51% to -80%; further: on the % scale 0 is the no-effect control and ±100 the full control effect
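Neuro2A cells (4,500/well, DMEM with 0.5% FBS) were treated with compound at a single 50 µM final concentration, stimulated with 6 nM IGF for 20 min at 37 °C, and lysed. Phospho-Akt Ser473 was read by HTRF as 665/615 ratio ×10^4.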
GLP1R inv ag = qHTS of GLP-1 Receptor Inverse Agonists (Inhibition Mode); HEK293 GLP-1R CRE-luciferase, luminescence, 24 h; GLP-1R form is constitutively active; Potency, µM (doses to about 38.3 µM), for the others: at the top dose activity change, negative = inhibition, hits mostly inhibitors; actives 1.6% (n = 410,000); further: potency means the concentration at half of the fitted maximal effect; on the % scale 0 is the no-effect control and ±100 the full control effect; nearly all actives have a fitted effect of over 55% in size
Target sequence (P43220 whole entry, looked up): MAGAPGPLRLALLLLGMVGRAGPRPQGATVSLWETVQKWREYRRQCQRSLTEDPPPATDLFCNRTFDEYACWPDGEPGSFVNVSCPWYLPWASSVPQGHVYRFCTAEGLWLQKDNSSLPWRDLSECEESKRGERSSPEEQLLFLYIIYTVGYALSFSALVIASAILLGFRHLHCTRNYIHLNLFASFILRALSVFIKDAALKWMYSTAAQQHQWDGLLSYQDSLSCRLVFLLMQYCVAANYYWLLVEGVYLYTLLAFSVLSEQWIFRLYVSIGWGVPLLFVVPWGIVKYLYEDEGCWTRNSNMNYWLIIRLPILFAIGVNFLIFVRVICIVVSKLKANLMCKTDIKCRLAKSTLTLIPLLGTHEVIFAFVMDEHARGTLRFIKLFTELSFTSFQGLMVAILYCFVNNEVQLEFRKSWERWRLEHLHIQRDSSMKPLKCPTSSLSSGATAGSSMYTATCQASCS
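Readout was luciferase luminescence, measured 12 min after detection reagent at room temperature. Beforehand, GLP-1R reporter HEK293 cells had sat 12 h, then received compounds for 24 hr at 37 deg C.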
FUS suppressor = qHTS for Suppressors of FUS Proteinopathy: Primary screen using FUS-linked yeast assay; Potency, µM (doses to about 76.6 µM), for the others: at the top dose growth rescue (activation), hits mostly activators; S. cerevisiae FUS-expressing, growth rescue, OD600, 24 h; actives 0.24% (n = 390,000);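 further: potency means the concentration at half of the fitted maximal effect; plate controls were DMSO vehicle for no effect and reference control for full effect; nearly all actives have a fitted effect of over 55% in size; some results filed as inactive show a strong effect at the top dose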
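Yeast FUS proteinopathy model; galactose-induced FUS (2%), starting OD 0.005. Cpds in dilution series, 24hr, 30C, 99% humidity. Abs 600 nm growth. Pos ctrl CP55940 (top 92uM final); neg ctrl DMSO.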
D3 antag = qHTS of D3 Dopamine Receptor Antagonist: qHTS | AID 652054, 2013 | D3R cells, DiscoveRx beta-arrestin luminescence, antagonist mode; stronger effect = lower value | actives 2.5% (n = 360,000) | D(3) dopamine receptor (Homo sapiens), P35462 | max response, negative = inhibition, %; in the data active means max response below about -50%; inconclusive means no clear call, values can overlap the other calls; further: on the % scale 0 is the no-effect control and ±100 the full control effect; mostly tested at two doses, the higher about 12 µM
Target sequence (P35462 whole entry, looked up): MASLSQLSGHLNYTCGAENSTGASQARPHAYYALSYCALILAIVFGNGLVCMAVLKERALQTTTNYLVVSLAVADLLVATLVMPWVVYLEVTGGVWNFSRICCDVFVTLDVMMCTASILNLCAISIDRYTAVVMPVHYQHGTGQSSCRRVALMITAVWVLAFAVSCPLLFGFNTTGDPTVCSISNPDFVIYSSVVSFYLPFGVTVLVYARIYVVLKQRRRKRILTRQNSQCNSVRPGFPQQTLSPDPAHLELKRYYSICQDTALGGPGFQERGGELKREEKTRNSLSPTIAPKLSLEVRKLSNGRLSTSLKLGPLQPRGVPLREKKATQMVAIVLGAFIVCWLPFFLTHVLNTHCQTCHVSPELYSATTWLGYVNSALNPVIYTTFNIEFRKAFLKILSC
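Cells expressing the human receptor were seeded at 1500 cells/well, incubated overnight at 37 degrees C in 5% CO2, then exposed to library compounds with dopamine controls for 90 minutes at 37 degrees C before luminescent detection.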
TDP43 rescue = qHTS of TDP-43 Inhibitors; TDP-43 expressing yeast growth rescue, BacTiter-Glo, 24 h; Potency, µM (highest dose often 46.1 µM), for inactives: at the highest dose growth rescue (activation), actives largely listed as activators; actives 1.8% (n = 410,000); further: potency means the concentration at half of the fitted maximal effect; % of control where 0% means no effect; nearly all actives have a fitted effect of over 50% in size
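In this qHTS, compounds that restore growth of yeast expressing TDP-43 appear as activators. Cells (OD600=0.02, galactose medium, raffinose-pregrown) are incubated with compound 24 hr at 30 deg C and growth is quantified by BacTiter-Glo.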
PTHR1 ag = qHTS for PTHR1 Agonists: Primary Screen | Potency, µM (highest dose often 115 µM), for the others: top-dose activation, usual class: activators | Parathyroid hormone/parathyroid hormone-related peptide receptor (Homo sapiens), Q03431 | HEK293 GP2 PTHR1 cells, GloSensor cAMP luminescence, 1 h | AID 743266, 2014 | actives 0.075% (n = 410,000); further: potency means the concentration at half of the fitted maximal effect; nearly all actives have a fitted effect of over 55% in size; some results filed as inactive show a strong effect at the top dose; inactives centre near -15; many of its hits are not listed in these tables
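HEK-293-derived GP2 cells expressing PTHR1 and a GloSensor cAMP reporter, 3,000/well, plated overnight, given luciferin plus IBMX (each 0.5 mM as added) for 1 h at 37 °C, then compound for 1 h at 37 °C. Luminescence was read after 15 min at room temperature.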
GLP-1R agonist = qHTS of GLP-1 Receptor Agonists; Glucagon-like peptide 1 receptor (Homo sapiens), P43220; HEK293 GLP-1R CRE-luciferase, luminescence, 4-6 h; cells express a hypersensitive GLP-1R form; Potency, µM (series often up to 45.6 µM), without a hit: at the highest dose activation, hits mostly activators; actives 0.007% (n = 380,000); AID 624172, 2012; further: potency means the concentration at half of the fitted maximal effect; % of control where 0% means no effect
aSyn rescue = qHTS of alpha-syn Inhibitors. Yeast expressing alpha-synuclein, growth rescue, BacTiter-Glo, 24 h. Potency, µM (highest dose often 46.1 µM), for the others: at the top dose growth rescue (activation), usual class: activators. actives 0.14% (n = 370,000); further: potency means the concentration at half of the fitted maximal effect; % of control where 0% means no effect; nearly all actives have a fitted effect of over 65% in size
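Galactose-induced alpha-syn yeast (OD600=0.02, raffinose-pregrown) + pinned cpd, 24 hr, 30 deg C; growth by BacTiter-Glo luminescence. Growth restoration scores as activation.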
The depositor's hits bear a star; i = inactive; ? = inconclusive; · = not tested or not shown; [ ] = remark or other dose. Unless noted, the call rests on the fitted dose curve; in most records, active means well fitted curve in the direction sought with a large enough effect; inconclusive means small, poorly fitted or top-dose-only effect, or another doubt; inactive means no such curve, though single readings can be large; an effect the other way counts as inactive or inconclusive.

SMILES | Abeta rescue | pAkt inh | GLP1R inv ag | FUS suppressor | D3 antag | TDP43 rescue | PTHR1 ag | GLP-1R agonist | aSyn rescue
CCOc1cc(/C=C2/N=C(c3ccc4c(c3)OCO4)OC2=O)ccc1OC(C)=O | -21% | i | 12% | 1% | -14 | -12% | -8% | -5% | -4%
C1=C(CCNc2ncnc3c2cnn3-c2ccccc2)CCCC1 | 7% | i | ? | -6% | -5 | 21% | -38%[inhibitor] | 2% | 0%
CCOc1ccc(C2C(=O)N(C3CCCCC3)CC(=O)N2Cc2ccc(F)cc2)cc1OC (stereo not given) | 9% | · | -5% | 21% | · | 0% | i | · | ·
Cc1c(C)[n+](=O)c(-c2ccc(Br)cc2)c(C)n1[O-] | -9% | i | -2% | 4% | -13 | -18% | -5% | 0% | 0%
C/C(=N\NC(=O)c1cccc(Br)c1)c1cccc(NC(=O)c2ccc(C)o2)c1 | -3% | i | -15% | 26% | -12 | -4% | -22% | -1% | -8%
CSCCOC(=O)C1=C(C)NC(=O)CC1c1ccccc1Cl (stereo not given) | 0% | i | ? | 2% | 21 | -3% | -14% | 3% | 14%
Cc1ccc(NC(=O)c2ccc(S(=O)(=O)NCc3cccnc3)cc2)cc1C | -4% | i | ? | -23% | 2 | -9% | -16% | 16% | 1%
O=C(c1ccoc1)N1CCN(c2cc(-c3ccco3)nc3cc(-c4ccccc4)nn23)CC1 | 1% | i | ? | ? | 78 | 20µM* | -20% | -3% | -10%
Cn1cnnc1Sc1ccc(C(=O)OCC(=O)NCC(F)(F)F)cc1[N+](=O)[O-] | 7% | i | 13% | 35% | 2 | 8% | i | 16% | 3%
Cc1cc(OCCn2cc(C(=O)c3ccco3)c3ccccc32)ccc1Cl | -1% | · | ? | 11% | · | 8% | -53%[inhibitor] | · | ·
COc1ccc(C(=O)NCCCCNC(=O)c2ccc(OC)c(OC)c2)cc1OC | 0% | i | 53%[activator] | -4% | 24 | 17% | i | 12% | 2%
O=C(Nc1ccccc1)c1cc2ccccc2s1 | -40%[inhibitor] | i | ? | -13% | 0 | -11% | -18% | 7% | -1%

TDP43 rescue: hit marks shown above
| molecule | pAkt inh | GLP1R inv ag | FUS suppressor | TDP43 rescue | PTHR1 ag | GLP-1R agonist | aSyn rescue |
| --- | --- | --- | --- | --- | --- | --- | --- |
| O=C(c1ccoc1)N1CCN(c2cc(-c3ccco3)nc3cc(-c4ccccc4)nn23)CC1 | i | ? | ? | 20µM* | -20% | -3% | -10% |

Compound profiles (already shown). Values in the order: Abeta rescue | pAkt inh | GLP1R inv ag | FUS suppressor | D3 antag | TDP43 rescue | PTHR1 ag | GLP-1R agonist | aSyn rescue
Record of Cn1cnnc1Sc1ccc(C(=O)OCC(=O)NCC(F)(F)F)cc1[N+](=O)[O-] → 7% | i | 13% | 35% | 2 | 8% | i | 16% | 3%
Record of O=C(Nc1ccccc1)c1cc2ccccc2s1 → -40%[inhibitor] | i | ? | -13% | 0 | -11% | -18% | 7% | -1%

Following part
SMILES | Abeta rescue | pAkt inh | GLP1R inv ag | FUS suppressor | D3 antag | TDP43 rescue | PTHR1 ag | GLP-1R agonist | aSyn rescue
CCCc1cc(C(=O)OCC(=O)N2CCN(c3ccc(OC)cc3)CC2)sc1C | -18% | i | ? | · | 28 | ? | -34%[inhibitor] | 0% | 0%
COc1ccc(C(C(=O)NC2CCCCC2)n2c(=O)c(-c3ccco3)nc3ccccc32)cc1 (stereo not given) | 7% | i | -26% | ? | 6 | 15% | -5% | · | 1%
CCOC(=O)c1c(NC(=O)CN2CCN(C(=O)c3ccco3)CC2)sc2c1CCCC2 | 7% | i | -30% | 25% | 22 | -6% | i | -4% | 1%
O=C(NCc1cccnc1)c1ccccc1[N+](=O)[O-] | -13% | i | -6% | -35% | -17 | -9% | i | -6% | -2%
Cc1cnc(CNC(=O)c2ccc3nc([C@@H]4O[C@H](CO)[C@H](O)[C@H](O)[C@H]4O)[nH]c3c2)cn1 | -18% | i | 19% | -24% | -13 | -5% | -25% | -1% | -1%
Cc1ccc(-n2ncc3c2CC(C)(C)CC3NC(=O)CCc2ccncc2)cc1 (stereo not given) | 9% | i | -20% | · | 10 | 24% | -1% | -6% | -1%
Cc1ccc(Cc2cnc(N)s2)o1 | -45% | i | ? | 11µM* | -53* | 17% | 3.5µM* | 3% | 1%
Cc1cccc(NC(=S)N2CCC(O)CC2)c1C | 3% | i | 6% | 15% | 8 | -25%[0.397 µM] | i | -1% | 1%
C/C(=N\Nc1ccc(C)c(Cl)c1)c1cccnc1 | 9% | i | ? | -18% | 9 | 22% | -2% | -3% | ?
CC(C)(C)c1ccc(C(=O)Nc2cccc([N+](=O)[O-])c2)cc1 | 5% | i | ? | · | ? | 14% | -31%[inhibitor] | -19% | -10%
CCn1c(SCC(=O)Nc2ccc(OC)cc2)nc2c(c1=O)SCC2 | 1% | i | 39%[activator] | -6% | -14 | 4% | 0% | -8% | 3%
CCN(CC)c1ccc(/C=N/n2c(C)cc(C)cc2=O)cc1 | -5% | i | 0% | -7% | -6 | 1% | i | 0% | 5%

Part of the list above in order of number of heavy atoms, lowest first:
SMILES | Abeta rescue | pAkt inh | GLP1R inv ag | FUS suppressor | D3 antag | TDP43 rescue | PTHR1 ag | GLP-1R agonist | aSyn rescue
O=C(NCc1cccnc1)c1ccccc1[N+](=O)[O-] | -13% | i | -6% | -35% | -17 | -9% | i | -6% | -2%
Cc1ccc(-n2ncc3c2CC(C)(C)CC3NC(=O)CCc2ccncc2)cc1 (stereo not given) | 9% | i | -20% | · | 10 | 24% | -1% | -6% | -1%
Cc1cnc(CNC(=O)c2ccc3nc([C@@H]4O[C@H](CO)[C@H](O)[C@H](O)[C@H]4O)[nH]c3c2)cn1 | -18% | i | 19% | -24% | -13 | -5% | -25% | -1% | -1%

Next part.
SMILES | Abeta rescue | pAkt inh | GLP1R inv ag | FUS suppressor | D3 antag | TDP43 rescue | PTHR1 ag | GLP-1R agonist | aSyn rescue
CC(C)CN(C(=O)CSc1nnc(C2CC2)n1-c1ccccc1)C1CCS(=O)(=O)C1 (stereo not given) | -8% | i | 4% | -5% | -17 | 5% | -56%[inhibitor] | -6% | 3%
CC(C)Cc1nnc(NC(=O)C2CC(=O)N(c3ccc4c(c3)OCCO4)C2)s1 (stereo not given) | -1% | i | -7% | · | -5 | -7% | -15% | -1% | -3%
CC(C)c1cc(Cn2c3ccccc3c(=O)n2C(C)Cn2cc(C3=CCCCC3)nn2)on1 (stereo not given) | 1% | i | -17% | 19% | 16 | 8% | -18% | · | 6%
CCOc1cc(C2C(C#N)=C(N)Oc3cc(N)ccc32)ccc1O (stereo not given) | 4% | i | 29% | 37% | -15 | -4% | -4% | 1% | -1%
O=C(c1ccco1)N1CCN(Cc2nnc(-c3ccccc3F)o2)CC1 | -11% | i | 13% | -33% | 2 | -8% | i | 9% | 1%
NC(=O)c1ccc(NC(=O)COC(=O)c2ccc([N+](=O)[O-])cc2)cc1 | -16% | i | 13% | -2% | -15 | -21% | -16% | -4% | -2%
COCC(C)n1c(SCC(=O)NC(=O)Cc2ccccc2)nc2ccccc2c1=O (stereo not given) | 10% | i | -8% | -3% | -1 | 21% | -43%[inhibitor] | 6% | 0%
CCCC(=O)Nc1ccc2c(c1)nc(CCN1CCC(C)CC1)n2C | 10% | i | -3% | -19% | -3 | 21% | -18% | -2% | 0%
COc1ccc(OC(=O)c2cnn(-c3ccccc3)c2C)cc1 | -51%[inhibitor] | i | ? | 35% | 16 | ? | -24%[57.5 µM] | -16% | -33%[inhibitor]
COc1ccc(/C=C2\N=C3CCCN3C2=O)cc1 | -10% | i | 28% | 6% | -22 | -22% | -18% | 1% | -1%
Fc1ccccc1/C=N/Nc1cc(N2CCCCC2)ncn1 | -10% | i | 15% | -2% | -21 | 28% | -54%[inhibitor] | -4% | -11%
Cc1cc(OC(C)C(=O)NCCCN2CCOCC2)c2c(C)c(C)c(=O)oc2c1 (stereo not given) | 1% | i | 58%[activator] | -14% | -12 | 9% | -11% | 1% | -6%
CN1CCCC(C(=O)C(C#N)c2ccccc2)C1 (stereo not given) | 10% | i | 10% | -24% | -20 | 13% | i | 4% | -5%
COc1cc(CC(=O)NCC2COc3ccccc3O2)cc(OC)c1OC (stereo not given) | -24% | i | 9% | -5% | 11 | -4% | i | 0% | -1%
CC1=C(C(=O)N2CCOCC2)CC(CC(=O)NC2CCCC2)C(=O)N1Cc1ccc(C(C)(C)C)cc1 (stereo not given) | -2% | i | 11% | 21% | -18 | ? | -28% | 1% | 1%
CCN1CCN(c2ccccc2NC(=O)C(C)Oc2ccc(C(C)=O)cc2)CC1 (stereo not given) | 2% | i | 15% | -15% | 5 | 16% | -9% | 4% | 2%
CNC(=O)c1ccsc1NC(=O)CN1C(=O)CCC1=O | -21% | i | 26% | -15% | 0 | 0% | 11% | -4% | -3%
N/C(=N\OC(=O)COc1ccc2ccccc2c1Br)c1ccccn1 | 4% | i | ? | ? | -1 | 17% | i | 6% | 23%
Cc1cc(S(=O)(=O)N2CCc3ccccc3C2)ccc1F | -2% | i | 2% | -5% | 1 | 6% | i | 0% | -1%
Cc1cccc(Cc2c(C)nc3nc(SCC(=O)NCc4ccc(F)cc4)nn3c2C)c1 | 0% | · | ? | 42% | · | ? | -2% | · | ·
O=C(c1ccco1)N1CCC(c2nc3ccccc3[nH]2)CC1 | -11% | i | 10% | 11% | 46 | 4% | i | -3% | 7%

A portion of the library; count on the stated rates, not on these rows.
